KOR beta-arrestin-1 = KOR antagonists, beta-arrestin recruitment, cell-based, luminescence, uHTS (AID 1778) | inhibition, % at 10 µM; hits with a dose series show IC50 in µM | KOR beta-arrestin recruitment, luminescence, antagonist mode; higher % means a stronger effect | 290,000 tested, 0.091% active; further: strong numbers were not always called active
NOD2 inhibition = inhibition of NOD2-driven NF-kB reporter – cell-based, luminescence, uHTS, HEK293 (AID 1566). HEK293 NOD2/NF-kB luciferase reporter, luminescence; higher % means a stronger effect. 290,000 tested, 0.63% active. one-dose inhibition, % at 4 µM; EC50 in µM for titrated hits; further: many of its hits are not listed in these tables
HIV peptide binding = inhibitors of HIV fusion peptide binding, primary screen, biochemical, uHTS, fluorescence dequenching (AID 1986). cell-free peptide binding, fluorescence dequenching, 30 min; higher % means a stronger effect. one-dose inhibition, % at 20 µM; IC50 in µM for titrated hits. 290,000 tested, 0.3% active; in the data active means inhibition mostly above about 52%, no sharp cut-off; inactive means mostly below about 76%; further: some results filed as inactive read as strong as hits
NOD1 inhibition = NOD1 signaling inhibitors, primary screen, cell-based, luminescence, uHTS (AID 1578); 290,000 tested, 1% active; inhibition, % at 4 µM, or EC50 in µM where a hit was titrated; NOD1-driven NF-kB luciferase reporter cells, luminescence; higher % means a stronger effect; in the data active means inhibition mostly above about 36%, no sharp cut-off; inactive means mostly below about 34%;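 further: HEK-293T reporter cells stimulated with the NOD1 agonist gamma-tri-DAP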
GPR55 LPI antagonism = GPR55 antagonists blocking LPI-driven arrestin recruitment, primary screen, imaging, U2OS, beta-arrestin-GFP, LPI agonist (AID 2013) | U2OS GPR55 beta-arrestin-GFP translocation imaging, LPI antagonism; higher % means a stronger effect | inhibition, % at 10 µM; hits with a dose series show IC50 in µM | 290,000 tested, 0.13% active;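 active means spots per cell inhibited over 60%, with over 100 cells counted and total cytoplasm intensity under 500,000; inconclusive means wells with under 100 cells, flagged as likely toxic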;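 further: U2OS cells stably carrying GPR55 and arrestin-GFP stimulated by 5 µM LPI near EC80; imaged beta-arrestin-GFP aggregate spots per cell after agonist stimulation; plate controls were LPI-stimulated DMSO wells for no effect and DMSO wells without LPI for full effect; some results filed as inactive read as strong as hits; confirmed hits need IC50 under 10 µM and bright autofluorescent wells are also inconclusive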
KOR beta-arrestin-2 = kappa opioid receptor activators – cell-based, luminescence, uHTS, primary screen (AID 1777) | KOR beta-arrestin recruitment, luminescence; higher % means a stronger effect | activation, % at 10 µM; hits with a dose series show EC50 in µM | 280,000 tested, 0.02% active; in the data active means activation above about 50%, passing the limit was not always enough; further: a part of the inactive calls stands beside numbers as strong as those of hits
Myeloid diff 2 = compounds promoting myeloid differentiation; ER-HoxA9 myeloid progenitors, lysozyme-GFP differentiation, flow cytometry; calls only at 10 µM; 360,000 tested, 1% active; AID 624256;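 active means normalized GFP-positive differentiation at or above the plate's own cutoff, the solvent-only control mean plus 3 SD; inconclusive means no clear call, values can overlap the other calls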;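 further: cells exposed to compound for four days before flow analysis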
GPR35 arrestin U2OS = inhibition of zaprinast-stimulated GPR35 beta-arrestin translocation – imaging, U2OS, beta-arrestin-GFP, zaprinast agonist, primary screen (AID 2058). U2OS GPR35 beta-arrestin-GFP translocation imaging, zaprinast antagonism; higher % means a stronger effect. inhibition, % at 10 µM, or IC50 in µM where a hit was titrated. 290,000 tested, 0.052% active;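 active means inhibition of at least 50% with at least 30 cells and total cytoplasm GFP at most 10,000,000; inconclusive means under 30 cells or total GFP of 10,000,000 plus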
GPR55 activation = GPR55 agonists via beta-arrestin recruitment, primary screen, imaging, U2OS cells, beta-arrestin-GFP redistribution (AID 1961); U2OS GPR55 beta-arrestin-GFP redistribution imaging; higher % means a stronger effect; activation, % at 10 µM, or EC50 in µM where a hit was titrated; 290,000 tested, 0.048% active;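 active means activation above 40% with more than 50 cells counted in the well; inconclusive means wells holding fewer than 50 cells, flagged as toxic or sparse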;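 further: U2OS osteosarcoma cells stably expressing GPR55 and beta-arrestin-GFP; plate controls were DMSO negative control for no effect and LPI positive control for full effect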
Myeloid diff 2 GFP+ MAC1+ % = further read-out of Myeloid diff 2, marked with its call; GFP+ MAC1+ double positive, %; measured here: differentiation confirmed by MAC1 staining
* hit, by the source's call; i = inactive; ? = inconclusive; nt = not tested or not shown; [ ] = another dose, or the depositor's remark. Unless noted, no stated cut-off is given here; in the data, active means inhibition above about 50%; inactive means the rest. A portion of the library; rates above refer to the full screens.

SMILES | KOR beta-arrestin-1 | NOD2 inhibition | HIV peptide binding | NOD1 inhibition | GPR55 LPI antagonism | KOR beta-arrestin-2 | Myeloid diff 2 | Myeloid diff 2 GFP+ MAC1+ % | GPR35 arrestin U2OS | GPR55 activation
CCOC(=O)c1ccccc1NC(=O)CN(c1ccccc1OC)S(C)(=O)=O | 6% | 1% | -1.6% | -35% | 5% | -1.8% | i | 1.8 | -4% | 0.3%
CC(C)(C)C(=O)NC(CC(=O)O)c1ccccc1 (centres undefined) | -4% | 7% | -1.2% | -19% | 14% | -8.1% | i | 1.1 | 14% | 0.2%
CCOc1ccc(N2C(=O)CC(N3CC(C)OC(C)C3)C2=O)cc1 (centres undefined) | -11% | -12% | 3.2% | -31% | -5% | 4.2% | i | 0.8 | 13% | -0.2%
CC1CCCC(C)N1C(=O)CSc1nnc(COc2cccc3cccnc23)o1 (centres undefined) | 5%[20 µM] | 15% | -0.9% | -24% | -1% | nt | i | 0.5 | -7% | -0.1%
Cc1nn(Cc2ccc(Cl)cc2)c(C)c1NC(=O)CSc1nc2c(c(C(F)(F)F)n1)CCc1ccccc1-2 | -41% | 22% | -1.0% | 2% | 40% | 9.0% | i | 5.4 | 0% | -0.1%
CCCOc1cccc(NC(=O)c2cc(C)oc2C)c1 | 26% | 8% | 1.5% | 1% | 3% | 2.8% | i | 0.9 | 8% | -0.6%
CCCCn1c(CN2CCN(C(=O)c3ccco3)CC2)nc2c1c(=O)n(C)c(=O)n2C | 41% | 16% | -2.5% | -15% | 22% | 0.9% | i | 2.4 | -3% | -0.5%
CCNC(=S)NNC(=O)c1cc(-c2cccc(OCC)c2)nc2ccccc12 | -41% | -23% | 0.7% | -53% | 13% | -1.2% | i | 5.6 | -7% | 0.0%
CC(c1nc2ccccc2o1)N1C(=O)c2ccccc2C1=O (centres undefined) | -8% | 14% | 2.2% | -24% | -5% | -4.4% | i | 4.1 | -11% | -0.3%
CCCCNC(=O)c1cnc2n(c1=O)CCS2 | -32% | -1% | -1.0% | -27% | -4% | -0.6% | i | 0.7 | 2% | -0.4%
COC(=O)c1ccc2c(c1)NC(=O)C(N(CC(C)C)CC(C)C)S2 (centres undefined) | -25% | 12% | 3.2% | 2% | -15% | 18% | i | 0.7 | -3% | -1.5%
CCOCCOC(=O)C1=C(C)N(C)C(=O)NC1c1cc(Cl)c(O)c(OCC)c1 (centres undefined) | -14% | -13% | 2.1% | -48% | 8% | 3.0% | i | 0.8 | -3% | 0.3%
CC(=O)c1sc(NC(=O)c2cccc(C)c2)nc1C | -16% | -49% | 1.6% | -46% | -4% | 0.5% | i | 0.4 | -17% | -0.6%
CCN(C(=O)c1cn(CC)c(=O)c2cc(OC)c(OC)cc12)c1ccccc1C | -20% | 16% | 0.2% | -8% | 17% | 1.3% | i | 1.4 | -16% | -0.2%
CC1CCN(c2c(NCC3CCC(C(=O)NCCc4ccccc4)CC3)c(=O)c2=O)CC1 (centres undefined) | -17% | 4% | 1.6% | -13% | 14% | 0.9% | i | 1.3 | 22% | -0.2%
O=C(c1cc(COc2ccc(F)cc2Cl)on1)N1CCN(C2CCCC2)CC1 | -17% | -1% | 1.9% | -23% | 9% | 4.1% | i | 1.3 | -5% | -0.1%
O=S(=O)(c1cccc2cccnc12)N1CCCCC1 | 3% | 8% | -0.5% | 1% | -8% | 2.4% | i | 0.8 | 11% | 0.4%
COC(=O)Cc1cc(=O)[nH]c(/N=C(\N)Nc2ccccc2C)n1 | 16% | 7% | 3.0% | -14% | 3% | -3.0% | i | 3.8 | -8% | 0.1%
COC(=O)c1c(C(=O)OC)c(-c2ccc(C)cc2)n2c1CS(=O)C2 (centres undefined) | 7% | 7% | 2.0% | -12% | -12% | 1.3% | i | 0.5 | 10% | 0.0%
COc1ccc2[nH]c3c(C)c4ccncc4c(C)c3c2c1 | -6% | -6% | -4.0% | -14% | 6% | 0.8% | ? | nt | 4% | -0.1%

2 compounds drawn at random from those above, as already listed:
SMILES | KOR beta-arrestin-1 | NOD2 inhibition | HIV peptide binding | NOD1 inhibition | GPR55 LPI antagonism | KOR beta-arrestin-2 | Myeloid diff 2 | Myeloid diff 2 GFP+ MAC1+ % | GPR35 arrestin U2OS | GPR55 activation
CCOc1ccc(N2C(=O)CC(N3CC(C)OC(C)C3)C2=O)cc1 (centres undefined) | -11% | -12% | 3.2% | -31% | -5% | 4.2% | i | 0.8 | 13% | -0.2%
CCCOc1cccc(NC(=O)c2cc(C)oc2C)c1 | 26% | 8% | 1.5% | 1% | 3% | 2.8% | i | 0.9 | 8% | -0.6%

Next part:
SMILES | KOR beta-arrestin-1 | NOD2 inhibition | HIV peptide binding | NOD1 inhibition | GPR55 LPI antagonism | KOR beta-arrestin-2 | Myeloid diff 2 | Myeloid diff 2 GFP+ MAC1+ % | GPR35 arrestin U2OS | GPR55 activation
Cc1ccc(CNC(=O)c2ccc(NS(=O)(=O)c3cccs3)cc2)cc1 | -32% | -2% | 1.7% | -19% | -5% | -3.0% | i | 1.0 | -1% | 0.4%
O=C(Nc1c(C(=O)N2CCOCC2)cnn1-c1ccccc1)c1ccc(F)cc1 | -7% | 5% | -0.5% | -16% | -5% | 2.2% | i | 1.6 | -8% | 0.0%
CC(CC(=O)Nc1ccc(F)cc1F)S(=O)(=O)c1ccc2c(c1)NC(=O)CO2 (centres undefined) | -26% | 11% | 1.6% | -12% | 12% | 2.3% | i | 0.7 | 30% | -0.4%
Cc1cc(C)nc(SCC(=O)Nc2cc(C)on2)n1 | -42% | 0% | -1.5% | 2% | 10% | -8.6% | i | 2.1 | 5% | -0.2%
Cc1c(NS(=O)(=O)c2cccc(C(=O)OCC(=O)N(C)C3CCCCC3)c2)c(=O)n(-c2ccccc2)n1C | -34% | 7% | 1.6% | -28% | 3% | -0.4% | i | 1.0 | -2% | 0.4%
O=C1CC(/C=C/c2ccccc2)=Nc2ccccc2N1 | 7% | -101% | -0.8% | -22% | -2% | 0.4% | i | 0.4 | -9% | 0.7%
Cc1sc2nc[nH]c(=O)c2c1-c1ccc(Cl)cc1 | -9% | 8% | -0.4% | 24% | -1% | -2.1% | i | 0.3 | 0% | -0.2%
CCc1ccc(S(=O)(=O)NCCc2cn3ccccc3n2)s1 | 18% | 6% | 1.1% | 1% | -1% | 1.8% | i | 0.7 | 5% | 0.1%
O=C(Nc1nc(-c2cccs2)c(C(=O)C(F)(F)F)s1)c1ccccc1 | -9% | 42% | 5.1% | 55% | 4% | -1.8% | i | 3.8 | -17% | -0.3%
O=C(Nc1ccc(S(=O)(=O)N2CCOCC2)cc1)c1ccc2ncsc2c1 | 22% | -14% | -1.3% | -3% | 4% | -1.5% | i | 0.6 | -19% | -0.1%
O=C(/C=C/c1ccc(Cl)cc1Cl)N(Cc1ccccc1)C1CCS(=O)(=O)C1 (centres undefined) | 18% | 10% | 2.1% | 13% | 4% | 9.0% | i | 1.1 | -17% | -0.1%
Cn1c(=O)c(C(=O)NCc2ccc(F)cc2)c(O)c2ccccc21 | -8%[20 µM] | 3% | 2.3% | -7% | -16% | nt | i | 0.1 | -7% | 0.8%
Cc1ccc(C(=O)N/C(=C\c2ccco2)C(=O)N2CC(C)OC(C)C2)cc1C (centres undefined) | -14% | 5% | 1.0% | -27% | 2% | 5.2% | i | 1.3 | -4% | -0.1%
N/C(=N\OC(=O)CCC1CCCCC1)c1ccc([N+](=O)[O-])cc1 | 24% | 17% | 0.3% | 16% | 13% | -0.1% | i | 1.4 | 9% | 0.3%
CCN(CC)c1ccc(NC(=O)Nc2ccccc2C(F)(F)F)cc1 | 6% | -51% | -0.3% | -19% | 40% | 0.6% | i | 0.7 | 12% | -0.1%
COc1ccccc1C(=O)Nc1ccc(OCc2nnc3c4ccccc4c(C)nn23)cc1 | nt | 10% | 0.6% | -7% | 10% | -1.5% | i | 0.4 | -19% | -0.4%
CCOc1cccc(C2/C(=C(/O)c3ccc4c(c3)CC(C)O4)C(=O)C(=O)N2CCN2CCOCC2)c1 (centres undefined) | -25% | 10% | 1.8% | -27% | -7% | -0.4% | i | 1.8 | 3% | 0.2%
Cc1ccccc1N1C(=O)Cc2ccccc2C1=O | 6% | 10% | -2.0% | 3% | -3% | -7.6% | i | 1.0 | 10% | 0.2%
CN(C(=O)c1ccc2c(=O)n3c(nc2c1)CCCCC3)c1ccccc1Cl | 31% | 20% | 0.5% | 5% | -11% | -5.9% | i | 0.4 | 3% | 0.3%
Cc1cc(C)cc(NC(=O)Nc2ccccc2N2CCCCC2)c1 | -49% | 12% | 1.9% | -4% | 15% | 3.7% | i | 1.1 | 43% | 0.0%
O=C(CCc1nc2ccccc2c(=O)[nH]1)OCC(=O)N1CCc2ccccc21 | -46% | 7% | 0.1% | -14% | -1% | 6.1% | i | 0.5 | -5% | -0.3%
CCN1CCCC1CN(Cc1cc2cc(OC)ccc2[nH]c1=O)C(=O)NCc1ccccc1 (centres undefined) | 21% | 8% | -1.9% | 8% | 11% | -6.2% | i | 0.8 | 1% | 0.1%
Cc1ccccc1-n1nc(C(=O)O)c(C)c(C#N)c1=O | 0% | 11% | 0.4% | 3% | 7% | -3.2% | i | 1.0 | 20% | 0.3%
O=c1ccc2cc([N+](=O)[O-])c(CCO)cc2o1 | -19%[20 µM] | -5% | -1.5% | 18% | 13% | 1.9% | i | 0.9 | -6% | 0.0%
Cc1sc(NC(=O)C2C3CCC(O3)C2C(=O)O)c(C(=O)OC(C)C)c1-c1ccc(Cl)cc1 (centres undefined) | -43% | 22% | 30% | 16% | 5% | 6.6% | i | 0.5 | 3% | -0.1%
O=C(O)c1ccc(Nc2nc(-c3cccnc3)nc3ccccc23)cc1 | -20% | 1% | 8.1% | -4% | 10% | -3.9% | nt | nt | -4% | -0.1%
Cc1c(C(=O)NCc2ccc3c(c2)OCO3)oc2ccc(S(=O)(=O)N3CCCCCC3)cc12 | 4% | -7% | 1.4% | -29% | -2% | -0.9% | i | 0.6 | 18% | -0.4%
O=C(OCC(O)CN1CCCCC1)C12CC3CC(CC(C3)C1)C2 (centres undefined) | 30% | 8% | -3.0% | 16% | 4% | -1.9% | i | 0.7 | 22% | 0.3%
Cc1ccc(NCCC(=O)c2ccc(Cl)cc2)cc1C | -33% | -6% | -2.3% | 6% | 7% | 0.9% | i | 0.7 | -9% | 0.0%
O=[N+]([O-])c1cccc(CSc2nnc(Cc3ccccc3)n2-c2ccc(F)cc2)c1 | 12% | 12% | 0.6% | -8% | -9% | -3.2% | i | 0.3 | -5% | 0.1%
CCCNC(=O)OC[C@H]1O[C@H](CCO/N=C/C[C@@H]2C=C[C@H](OC(C)=O)[C@@H](COC(C)=O)O2)C=C[C@@H]1Oc1ccc(OC)cc1 | 9% | 6% | 1.7% | 0% | 5% | 2.5% | nt | nt | 5% | -0.2%
